Mito fusion yeast: qHTS Assay for Small Molecule Inhibitors of Mitochondrial Division or Activators of Mitochondrial Fusion; S. cerevisiae fusion-defective mutant growth rescue, CellTiterGlo 48 h; Potency, µM (titrated, usually from 46.1 µM), inactives show at the top dose growth rescue (activation), actives largely listed as activators; 320,000 tested, 0.23% active; AID 485298, 2010;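 also: potency is read from the fitted curve at half-maximal effect; % of control where 0% means no effect; nearly all actives have a fitted effect of over 45% in size; temperature-sensitive fusion mutants such as fzo1-1 at 37 °C on non-fermentable ethanol glycerol medium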
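Read-out: ATP-based luminescence (CellTiterGlo, 10 min ambient) reporting growth of fusion-defective ts yeast after 48 hours at 37C on glycerol/ethanol YPEG medium in the presence of compound.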
TSG101-PTAP inh: qHTS Assay for Iinhibitors of HIV-1 Budding by Blocking the Interaction of PTAP/TSG101. 340,000 tested, under 10 active. Fluorescence polarization, FITC-PTAP peptide / Tsg101 binding. Tumor susceptibility gene 101 protein (Homo sapiens), Q99816. Potency, µM (series often up to 115 µM), for the others: top-dose activity change, negative = inhibition, most hits filed as inhibitors. AID 493005, 2010; active = well fitted inhibition curve with a large enough effect in the main read-out, with a control signal flat, not every such curve was filed as active; inconclusive = small, poorly fitted or top-dose-only effect, or effect the other way, or a change in a side signal; inactive = no such curve, though single readings can be large or run the other way; also: potency is read from the fitted curve at half-maximal effect; % of control where 0% means no effect
Target sequence (Q99816 whole entry, looked up): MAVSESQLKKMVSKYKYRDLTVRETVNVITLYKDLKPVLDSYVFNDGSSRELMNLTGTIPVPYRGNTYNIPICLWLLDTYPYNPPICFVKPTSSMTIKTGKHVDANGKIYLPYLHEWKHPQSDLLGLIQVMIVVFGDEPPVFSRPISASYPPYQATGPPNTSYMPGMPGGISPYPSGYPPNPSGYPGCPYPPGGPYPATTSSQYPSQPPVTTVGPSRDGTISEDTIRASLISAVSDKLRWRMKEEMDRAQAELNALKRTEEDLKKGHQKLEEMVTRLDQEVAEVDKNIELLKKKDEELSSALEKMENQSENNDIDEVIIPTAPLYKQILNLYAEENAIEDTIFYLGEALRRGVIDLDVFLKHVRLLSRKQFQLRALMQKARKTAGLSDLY
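Steps: Tsg101 binding domain dispensed (10 uM final), compounds pinned in DMSO, FITC-labeled PTAP-motif peptide added (50 nM final); after 20 min binding at room temperature, polarization measured.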
Menin MLL FP TR: qHTS Assay for Inhibitors Targeting the Menin-MLL Interaction in MLL Related Leukemias: Competition With Texas Red Labeled MLL-derived Mutant Peptide; Potency, µM (top dose mostly 61.6 µM), inactives show top-dose FP activity change, negative = inhibition, hits mostly inhibitors; 270,000 tested, 0.23% active; Menin + Texas Red MLL mutant peptide, fluorescence polarization; AID 1768, 2009; active = well fitted inhibition curve with a large enough effect in the polarisation, with a control signal flat, not every such curve was filed as active; inconclusive = small, poorly fitted or top-dose-only effect, or effect the other way, or a change in a side signal; inactive = no such curve, though single readings can be large or run the other way; the % refers to the polarisation; also: potency is read from the fitted curve at half-maximal effect; % of control where 0% means no effect; many of its hits are not listed in these tables
S-ASM inh: Inhibitors of Secretory Acid Sphingomyelinase (S-ASM): qHTS; Potency, µM (doses to about 57.5 µM), inactives show at the top dose activity change, negative = inhibition, usual class: inhibitors; placental ASM, HMU-PC fluorogenic substrate, 60 min; 340,000 tested, 0.006% active; Sphingomyelin phosphodiesterase (Homo sapiens), P17405; also: potency is read from the fitted curve at half-maximal effect
Target sequence (P17405 47-631 limits assumed): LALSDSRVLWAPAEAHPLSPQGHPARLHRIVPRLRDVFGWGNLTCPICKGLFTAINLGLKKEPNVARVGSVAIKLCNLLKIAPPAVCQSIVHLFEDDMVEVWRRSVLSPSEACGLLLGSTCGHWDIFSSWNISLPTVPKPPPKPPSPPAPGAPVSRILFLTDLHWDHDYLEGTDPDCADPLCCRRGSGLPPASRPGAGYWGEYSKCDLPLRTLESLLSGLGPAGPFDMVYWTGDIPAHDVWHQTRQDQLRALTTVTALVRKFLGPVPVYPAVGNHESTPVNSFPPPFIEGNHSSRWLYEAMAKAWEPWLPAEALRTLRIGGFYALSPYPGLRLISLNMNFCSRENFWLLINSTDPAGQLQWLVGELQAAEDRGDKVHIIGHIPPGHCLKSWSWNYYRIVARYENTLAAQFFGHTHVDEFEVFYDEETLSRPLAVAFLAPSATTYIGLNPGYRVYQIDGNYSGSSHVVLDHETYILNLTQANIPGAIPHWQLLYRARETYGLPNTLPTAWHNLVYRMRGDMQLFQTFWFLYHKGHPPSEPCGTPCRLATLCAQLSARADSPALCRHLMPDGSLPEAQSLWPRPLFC
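Steps: dispense placental human ASM, pin compound, wait 10 min at room temperature, add HMU-PC0 substrate at 9 uM final, incubate 60 min at 37 °C, add stop solution raising pH to 10, read fluorescence.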
TCR activator: Activators of T cell receptors: qHTS campaign; primary human leukocytes, anti-CD3, IL-2 HTRF, 48 h; Potency, µM (highest dose often 9.22 µM), inactives show at the top dose activation of IL-2 secretion, most hits filed as activators; AID 504894, 2011; 330,000 tested, under 10 active; also: % of control where 0% means no effect
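IL-2 release read by HTRF sandwich (Eu cryptate donor, d2 acceptor, 665 nm emission) after 48 hr exposure of primary human leukocytes to compound together with anti-CD3 beads in the absence of co-stimulatory signals.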
MBNL1-CUG inh: qHTS Assay for Inhibitors of MBNL1-poly(CUG) RNA binding; TR-FRET MBNL1-His/biotin-(CUG)12 binding, 665/545 ratio; Potency, µM (doses to about 57.5 µM), without a hit: at the highest dose activity change, negative = inhibition, most hits filed as inhibitors; 280,000 tested, 0.036% active; active = well fitted inhibition curve with a large enough effect in the signal ratio, with a control signal flat, not every such curve was filed as active; inconclusive = small, poorly fitted or top-dose-only effect, or effect the other way, or a change in a side signal; inactive = no such curve, though single readings can be large or run the other way; the % refers to the signal ratio; also: potency is read from the fitted curve at half-maximal effect; % is scaled to controls: 0 for no effect and ±100 for the full control effect
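TR-FRET readout: Ex 340 nm, 665/545 nm emission ratio, normalized to buffer-only (basal) and MBNL1-(CUG)12 controls. Complex of MBNL1-His with Biotin-(CUG)12, compounds 92 nM–58 uM, incubated 60 min at room temperature.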
MLL CXXC-DNA inh: qHTS Fluorescence Polarization Assay for Inhibitors of MLL CXXC domain - DNA interaction. Potency, µM (highest dose often 115 µM), for inactives: top-dose activity change, negative = inhibition, hits mostly inhibitors. Histone-lysine N-methyltransferase 2A (Homo sapiens), Q03164. 290,000 tested, 0.037% active. MLL-CXXC / FITC-HOXA9 DNA fluorescence polarization; active = well fitted inhibition curve with a large enough effect in the polarisation, with a control signal flat, not every such curve was filed as active; inconclusive = small, poorly fitted or top-dose-only effect, or effect the other way, or a change in a side signal; inactive = no such curve, though single readings can be large or run the other way; the % refers to the polarisation; also: potency is read from the fitted curve at half-maximal effect
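Steps: dispense CXXC domain solution (7 uM) → pin compounds or unlabeled HOX-A9 DNA control → 5 min ambient → add FLSN-HOX-A9 solution (50 nM) → spin → 30 min ambient → fluorescence polarization. Tris pH 7.5/NaCl/DTT/BSA buffer.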
AT treatment: qHTS Assay for Identifying a Potential Treatment of Ataxia-Telangiectasia. […] A-T fibroblasts, KAP-1 phosphorylation AlphaLISA; neocarzinostatin DNA damage 30 min before lysis. Potency, µM (doses to about 57.5 µM), for the others: at the top dose activation, most hits filed as activators. 320,000 tested, 0.19% active. AID 485349, 2010; also: potency is read from the fitted curve at half-maximal effect; % of control where 0% means no effect; nearly all actives have a fitted effect of over 45% in size
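ATM-like activity read as KAP-1 phosphorylation via AlphaLISA donor/acceptor antibody pairs after lysis and 6 hr at 25C. Cells were ATM-null patient fibroblasts ([…], hTERT), dosed 60 min, then exposed to the DSB inducer NCS for 30 min.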
a7 integrin act: qHTS for Activators of Integrin-Mediated Alleviation for Muscular Dystrophy; alpha7betagal myoblasts, beta-gal FDG fluorescence, 48 h; Potency, µM (series often up to 38.3 µM), inactives show at the highest dose activation, most hits filed as activators; 350,000 tested, 0.064% active; AID 624291, 2012;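 also: potency is read from the fitted curve at half-maximal effect; 100% = response of the positive control SU9516; nearly all actives have a fitted effect of over 60% in size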
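alpha7betagal+/- myoblasts (passage 13, 250/well) treated 48 h at 37C with compounds at 1:260 dilution of DMSO stock. Lysed, then beta-galactosidase activity read as FDG fluorescence (ex 480/em 540) after 30 min, with pre-read for autofluorescence.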
TSHR antag: Antagonists of the Thyroid Stimulating Hormone Receptor: HTS campaign; activity change, negative = inhibition, % at 11.5 µM; 330,000 tested, 0.2% active; AID 504810, 2011; Thyrotropin receptor (Homo sapiens), P16473; TSHR-expressing cells, TSH-stimulated cAMP HTRF, 2 h; active compounds read low;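 active = activity change below a set negative limit, meaning inhibition stronger than a set level, cut at about -70% in these data; inconclusive = activity change between two set negative limits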; also: % is scaled to controls: 0 for no effect and ±100 for the full control effect
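TSHR-expressing cells, 200/well, pre-treated with compound, then stimulated with EC80 TSH (4nM final) for 2 hours at 37 deg C. cAMP measured by competitive HTRF: anti-cAMP cryptate antibody in lysis buffer plus cAMP-d2, read after 30 minutes at room temperature.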
Numbers without * were called inactive; ? = inconclusive; . = not tested or not shown; [ ] = another dose, or the depositor's remark. Unless noted, calls follow the shape of the dose curve; as a rule, active = well fitted curve in the direction sought with a large enough effect; inconclusive = small, poorly fitted or top-dose-only effect, or another doubt; inactive = no such curve, though single readings can be large; an effect the other way counts as inactive or inconclusive. This is a subset, so the mix of outcomes need not match the whole.

SMILES | Mito fusion yeast | TSG101-PTAP inh | Menin MLL FP TR | S-ASM inh | TCR activator | MBNL1-CUG inh | MLL CXXC-DNA inh | AT treatment | a7 integrin act | TSHR antag
Cc1nnc(SCC(=O)Nc2nc3ccccc3s2)n(N)c1=O | -5% | -4% | 1% | 5% | 4%[46.1 µM] | 7% | -3% | 9% | 0% | 2
O=C1CCC(=O)N1CC(=O)N(c1ccccc1)c1ccccc1 | 22% | -1% | -1% | 1% | 0% | -1% | 6% | 3% | -13% | 4
Cc1ccc(OCC(=O)N/N=C\c2c(C)n(C)c3ccccc23)c([N+](=O)[O-])c1 | 5% | -8% | -10% | ? | -6% | 14% | -7% | -5% | -54% | -13
COc1ccc(CN2C(=O)c3cccnc3C2O)cc1 (centres undefined) | -2% | -10% | . | 1% | -1% | -18% | 2% | 1% | 1% | 4
CCN(CC)S(=O)(=O)c1ccc2[nH]c(=O)cc(C(=O)NCC(c3ccco3)N3CCCC3)c2c1 (centres undefined) | 4% | -1% | . | . | 1% | . | . | 1% | -12% | -5
O=C(O)CN1C(=O)/C(=C\c2cc([N+](=O)[O-])ccc2OCc2ccccc2Cl)SC1=S | -4% | -10% | ? | -19% | -4% | ? | -6% | -10% | ? | 7
CC1CN(C(=O)NCc2ccccc2)c2cc(Cl)ccc2O1 (centres undefined) | 17% | -3% | -5% | -10% | -1% | -2% | 16% | 5% | 15% | -6
Cc1ccc(S(=O)(=O)Nc2ccccc2N2CCCCC2)cc1 | . | -1% | . | -1% | -1% | . | . | 26% | 0% | -49
COc1cc(C(C)=O)ccc1Oc1cnccn1 | -13% | 3% | 3% | 4% | 0% | -1% | -1% | -2% | ? | 2
COc1ccccc1N(Cc1ccccc1)S(=O)(=O)c1cccc(C(=O)O)c1 | 4% | -4% | -8% | -1% | 3%[46.1 µM] | . | -4% | . | 6% | 0
CCOc1cc(/C=C2\C(=O)N(CCc3ccc(OC)c(OC)c3)C(C)=C2C(=O)OC)ccc1O | -5% | 2% | -12% | -9% | 0%[46.1 µM] | . | 12% | -3% | -17% | 2
C=CCn1c2ccccc2c2nnc(SCCN3CCCCC3)nc21 | -7% | -4% | -6% | -4% | -7% | ? | 9% | -8% | -40% | 25
COC(=O)c1[nH]c2cc(OC)c(OC)cc2c1NC(=O)CN1C[C@H]2C[C@@H](C1)c1cccc(=O)n1C2 | -9% | 1% | . | 4% | -6% | . | . | 7% | . | -10
CCOC(=O)c1cc(S(=O)(=O)N2CCN(c3ccccc3OC)CC2)cn1C | 6% | -1% | . | -1% | 5% | 6% | 2% | 1% | -2% | 5
O=C(CN1CCC(c2nc3ccccc3s2)CC1)N1CCCCC1 | -2% | 1% | -18% | 2% | 4% | -3% | ? | -3% | 13% | 0
Cc1ccc(/C=C/C(=O)Nc2ccc(S(=O)(=O)Nc3cc(C)nc(C)n3)cc2)cc1 | 7% | -4% | ? | -5% | 0% | 18% | 8% | 11% | -8% | 16
CCn1c(C)nc2cc(C(=O)N/N=C/c3ccc(N4CCOCC4)cc3)ccc21 | -2% | 1% | -2% | 169%[activator] | -5% | ? | 11% | -4% | 15% | -2
CCC(CC)C(=O)Nc1cccc(C(=O)NCc2ccco2)c1 | 0% | -7% | 1% | 1% | . | 1% | -2% | 1% | -43% | 21
CN1CCN(C(=O)CCC(=O)c2ccc(F)cc2)CC1 | -7% | -1% | 8% | 0% | -4% | -3% | 2% | 1% | 17% | 0
Clc1ccc(-c2ccc(C=Nc3ccc(N4CCOCC4)cc3)o2)c(Cl)c1 | 9%[9.22 µM] | -1% | -15% | -2% | 4% | 3% | 2% | -4% | 13% | -12
CC(NS(=O)(=O)c1ccccc1)C(c1cccs1)N1CCN(C)CC1 (centres undefined) | -1% | -4% | -1% | 6% | -3% | 1% | -3% | 15% | 16% | 8
CC(=O)c1ccc(NC(=O)c2noc(C)c2[N+](=O)[O-])cc1 | -5% | 5% | . | 5% | 5% | ? | 34%[activator] | 5% | 0% | -3
O=C(NCC1CCCO1)C1CCN(c2ccc(S(=O)(=O)N3CCCC3)cc2)CC1 (centres undefined) | 0% | -2% | 6% | 1% | 5% | 3% | 0% | 2% | -5% | 8
CCCCn1c(-c2ccc(OC)cc2)nc2c(=O)n(C)c(=O)[nH]c21 | 7% | 0% | 1% | 6% | 9% | -3% | -4% | 0% | -23% | 1
COc1ccc(C(CNC(=O)COc2ccc([N+](=O)[O-])cc2)N2CCCCC2)cc1 (centres undefined) | -9% | 0% | 2% | -4% | -2% | 16% | 0% | 5% | 13% | 12
CCOC(=O)C1=C(C)N(Cc2ccccc2)C(=O)NC1c1ccc(OC)cc1 (centres undefined) | 5% | -1% | -9% | 5% | 6% | -2% | -1% | 1% | 5% | 12
COc1cccc(C(=O)CN(C(=O)c2ccc(Cl)cc2Cl)N2C(=O)c3ccccc3C2=O)c1 | -2% | -4% | -11% | 3% | 7%[46.1 µM] | . | 3% | -7% | 6% | 8
COc1ccc(OCC(=O)C2CC2)c(C#N)c1 | 0% | -4% | . | 13% | -6% | -11% | -8% | -6% | 2% | 0
Cn1c(N)c(C(=O)COC(=O)Cc2ccc(Cl)cc2)c(=O)n(C)c1=O | 1% | 0% | . | -3% | 2% | . | . | -3% | -33% | -1
COc1ccc(OC)c(S(=O)(=O)NC(C)(C)C)c1 | -4% | -6% | -9% | -1% | . | -2% | 0% | -3% | 16% | 0
CCOC(=O)CC1C(=O)NCCN1c1nc2ccc(C)cn2c(=O)c1/C=C1\SC(=S)N(C(C)CC)C1=O (centres undefined) | 7% | . | . | . | . | 15% | ? | -9% | . | 11
O=C1CCC(=O)N1OCCCOc1ccc(Br)cc1Cl | -1% | -3% | 6% | 0% | -5%[46.1 µM] | ? | 17% | 1% | -3% | -2
Cc1ccc(C(=O)N2CCCC(CCC(=O)NCc3ccccc3F)C2)cn1 (centres undefined) | -3% | 0% | . | -5% | -2% | -3% | 50%[activator] | -11% | 6% | 33
COc1ccc(C(=O)NCCc2nnc3ccc(SCC(=O)NCc4ccccc4)nn23)cc1 | -2% | 1% | . | 0% | -31% | 1% | 12% | 1% | 23% | -1
Cc1oc(-c2cccc3ccccc23)nc1CN1CCN(c2ncnc3ccccc23)CC1 | -2% | -2% | -11% | -4% | -4% | -6% | 19% | -3% | -38% | -17
COc1ccc(OC)c(C2C(C(=O)c3sc(C)nc3C)=C(O)C(=O)N2CCN2CCOCC2)c1 (centres undefined) | -1% | -4% | -12% | -2% | 1% | 13% | 5% | 13% | -6% | 27
Cc1cc(C(=O)Nc2ccccc2N2CCOCC2)no1 | -1% | -2% | . | 1% | 1% | . | . | 3% | 21% | -6
CN(C)S(=O)(=O)c1cccc(-c2nnc(-c3ccccc3)o2)c1 | -4% | -11% | -1% | -1% | -2% | -7% | 17% | . | -17% | -13
COc1cc(OC)cc(C(=O)NC(=S)Nc2ccc(NC(=O)c3ccco3)cc2)c1 | -8% | 0% | -23% | -2% | 6%[46.1 µM] | -13% | 8% | 9% | 4% | 2
CN(Cc1cccs1)C(=O)CN1C(=O)c2ccccc2S1(=O)=O | 4% | -1% | . | 3% | 5% | . | . | 2% | 2% | -12
COc1cccc(C(=O)OCC(=O)NCCc2ccccc2)c1OC | -23% | -5% | -12% | 1% | -4% | -6% | 3% | -4% | -15% | 7
O=C1c2ccccc2NC(c2ccc(-c3cccc([N+](=O)[O-])c3)o2)N1O (centres undefined) | 23% | -1% | 4% | -10% | -1%[46.1 µM] | 25%[11.5 µM] | 1% | -3% | 0% | -1

From PubChem BioAssay
